# Bioassay records (PubChem)
# INS promoter inh: inhibitors of insulin promoter-driven GFP, primary screen, imaging, TRM-6 cells (human fetal islet line), eGFP reporter, cell count; reporter expression induced with tamoxifen; inhibition, % at 2 µM; 130,000 compounds, 0.9% hits;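 active means inhibition above the mean plus 3 SD, with well images judged a real hit on visual review, cut at about 60% in these data, passing the limit was not always enough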
# SDO1 yeast rescue: growth rescue of sdo1-depleted yeast, primary screen, S. cerevisiae, bone marrow failure model; S. cerevisiae sdo1-depleted JHY4D growth rescue, OD600 30 h; stronger effect = higher value; pdr5 snq2 efflux-pump mutant strain; z-score at 10 µM; 140,000 compounds, 0.21% hits; AID 817, 2007;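 active means z-score above 3 at both the 24 hr and the 30 hr optical density reads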;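 further: z-score against mean and SD of all compound wells on the same plate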
# SDO1 yeast rescue Rescue 24 h: also measured in SDO1 yeast rescue; calls as there; z-score; S. cerevisiae sdo1-depleted JHY4D growth rescue, OD600; measured here: growth rescue at 24 h;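 0 is the plate mean of compound wells and units are plate SD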
# An asterisk follows results filed as active; . = no result given. This is a subset; rates above refer to the full screens.
INS promoter inh,SDO1 yeast rescue,Compound,SDO1 yeast rescue Rescue 24 h
-5,-3.1,Cn1nc(-c2ccc(Cl)cc2)nc2c(=O)n(C)c(=O)nc1-2,-1.7
0,.,C/C(=N/NC(=O)CNC(=O)c1ccccn1)c1ccc([N+](=O)[O-])cc1,.
45,0.41,CCc1ccc(Oc2cc(Cl)nc(N)n2)cc1,-0.86
-149,0.94,Cc1ccccc1-n1c(CSC(=N)N)nc2ccccc2c1=O,1.4
-80,.,Cc1c(NC(=S)NC(=O)CC(C)C)c(=O)n(-c2ccccc2)n1C,.
.,-0.76,CCN(CC)CCCNC(=O)c1cc2c(=O)n(C)c3ccccc3c2n1C,-1.2
6,0.88,CN(C)C(=O)CN1C(=O)C2CCCCN2C(=O)c2ccccc21 (stereo not given),1.2
45,0.68,CCOC(=O)c1ccc(N2C(=O)c3n[nH]c(C)c3C2c2ccccc2)cc1 (stereo not given),0.91
-203,-2.1,COC(=O)c1ccccc1NC(=O)N1c2ccccc2CC1C (stereo not given),-1.2
.,-1,Nc1nonc1-c1nc2ccccc2n1Cc1ccc(Cl)cc1,0.15
35,-1.2,O=c1c2ccccc2nc(CSc2nnnn2-c2ccccc2)n1-c1cccc(C(F)(F)F)c1,-1.1
-35,-2.2,Cc1nn(-c2nc3ccccc3[nH]2)c(N)c1-c1ccccc1,-2.3
-10,0.45,COc1ccc(/C=C(\C#N)C(=O)Nc2cc(S(=O)(=O)N3CCCCC3)ccc2N2CCCCC2)cc1,0.13
59,0.31,COc1ccccc1C(=O)NCC(=O)OC(C)C(=O)NC(=O)NC1CCCCC1 (stereo not given),0.39
.,-0.6,N#CC1=C(N)Oc2cc(O)ccc2C1C1CCCCC1 (stereo not given),0.01
.,0.05,CN1CCN(C(=O)c2cc3c(n(-c4ccccc4)c2=O)CC(C)(C)CC3=O)CC1,0.49
-14,0.15,Cc1cc(NS(=O)(=O)c2ccc(NC(=O)Nc3cccc(Cl)c3)cc2)no1,-0.72
-17,1.1,CCOC(=O)c1c(C)[nH]c(C)c1C(=O)CN1C(=O)NC2(CCC(C)CC2)C1=O (stereo not given),0.16
-7,.,Cc1csc(CN(C)C(=O)CC2C(=O)NCCN2Cc2ccc(-c3ccccc3)cc2)n1 (stereo not given),.
6,-0.46,Cc1ccc(C(=O)NCCSCc2ccccc2)cc1[N+](=O)[O-],-0.68
-21,0.59,COc1ccc(C(=O)Nc2ccccc2-c2nnn(CC(=O)Nc3ccc4c(c3)OCCO4)n2)cc1,1.5
7,0.93,O=C(COC(=O)c1ccc(CO)cc1)NCc1cccs1,-0.05
19,-0.15,O=C(N=Nc1c(O)[nH]c2ccc(Br)cc12)c1cc(-c2cccc3ccccc23)n[nH]1,0.02
54,0.85,CCOCC(=O)Nc1nc2ccccc2s1,1.1
.,0.66,Cc1cc(-c2ccco2)n(CC(=O)NCCN(C)C)n1,0.29
0,-0.09,Cn1cc(CNC(=O)c2sc3cccc(Cl)c3c2Cl)cn1,0.36
0,.,CSc1nncc(-c2ccccc2)n1,.
50,0.98,CCCCNc1cc(C(=O)O)cc(S(N)(=O)=O)c1Oc1ccccc1,1.1
.,0.87,Cc1nc2oc3c(NCC4CCCO4)ncnc3c2c2c1COC(C)(C)C2 (stereo not given),0.96
-24,-1.1,Cn1cccc1/C=C1\SC(=S)N(NC(=O)c2ccc(Cl)cc2)C1=O,-0.65
.,1.2,Cc1cccc(NC(=O)CSc2nnc(NC(=O)CN3CCCCC3)s2)c1,0.46
27,-0.84,O=S(=O)(c1ccc2ccccc2c1)N1CCN(C(=S)Nc2ccc(F)c(Cl)c2)CC1,-0.78
12,.,CC(C)NOC(=O)c1ccc(Cl)cc1,.
8,-0.25,CCNC(=S)Nc1cc(OCC)c(N2CCOCC2)cc1OCC,-0.47
75*,-0.51,N#C/C(=C/c1cccs1)c1nc2ccccc2[nH]1,-0.26
14,.,COc1cccc(NC(=O)C(c2ccccc2)N2CCN(c3ccccn3)CC2)c1 (stereo not given),.
0,0.41,CC1CCCCN1CCCNC(=O)c1ccc2c(=O)n(CCc3ccccc3)c(=O)[nH]c2c1 (stereo not given),0.29
.,0.65,CCOc1ccc(NC(C)C(=O)N/N=C/c2cccs2)cc1 (stereo not given),1.2
25,1.8,CCC(C)NS(=O)(=O)c1ccc(OCC(=O)N2CCC(C)CC2)cc1 (stereo not given),2.2
27,-0.05,COc1ccccc1-c1nc(C(N)=O)c2[nH]c(=O)n(-c3cccc(C)c3)c2n1,-0.16
0,-0.25,COc1cc(CSc2ncn[nH]2)c(OC)cc1CSc1ncn[nH]1,-0.64
-20,.,O=C(/C=C/c1ccco1)NCCc1ccccc1,.
.,0.94,COc1cccc(OC)c1OCC(O)CN1CCN(c2ccccc2)CC1 (stereo not given),1.7
50,0.92,COc1ccc(N(CC(O)CN2C(=O)NC(C)(C)C2=O)S(=O)(=O)c2ccc(C)cc2)cc1 (stereo not given),0.58
.,0.77,CCCCS/C(N)=N/N=C/c1ccccc1O,1.1
-53,0.34,COc1ccccc1NS(=O)(=O)c1cc(NC(=S)Nc2cc(C)cc(C)c2)ccc1Cl,1
50,0.54,CCCCS(=O)(=O)N1CN(S(=O)(=O)CCCC)C2NC(=O)NC21 (stereo not given),0.03
-41,-1.3,N=c1oc2ccccc2cc1-c1nc(-c2ccc(Cl)cc2)cs1,-0.6
-40,.,CCn1cc(C(=O)OCC(=O)c2ccc(Cl)cc2)c(=O)c2ccc(C)nc21,.
.,-0.57,Cc1ccc(NC(=S)NC(=O)c2ccc(F)cc2)cc1S(=O)(=O)Nc1ccccc1Cl,0.79
.,0.31,COc1ccc(OC)c(NC(=O)CCN2CCCC(C)C2)c1 (stereo not given),0.77
19,-1,O=C(CSc1nnnn1-c1ccccc1)Nc1nsc(-c2ccc(Cl)cc2)n1,-0.03
.,0.58,Nn1c(SCC(=O)NC2CCCc3ccccc32)nnc1-c1ccc(Cl)cc1Cl (stereo not given),0.46
-22,.,O=C(CSc1ccc(-c2ccc(F)cc2)nn1)NCCc1ccccc1,.
-26,-1.2,Clc1ccc(C2=Nn3c(nnc3-c3n[nH]c4c3CCC4)SC2)cc1Cl,-0.97
-27,.,CC(C)c1cc(Nc2cccc(O)c2)cc(C(C)C)c1O,.
-29,1.3,CC(=O)Nc1ccc(S(=O)(=O)N2CCN(CCC#N)CC2)cc1,0.98
19,1.1,COCCCNC(=O)CSc1ccc(Cl)cc1,1.3
-11,-2.2,Cc1ccc(-c2nc(C#N)c(NCc3cccc4c3OCO4)o2)cc1,-1.2
.,0.35,O=C(NCC(=O)N(c1ccccc1F)C(C(=O)NCC1CCCO1)c1ccccc1)c1ccco1 (stereo not given),-0.02

# (listing goes on)
INS promoter inh,SDO1 yeast rescue,Compound,SDO1 yeast rescue Rescue 24 h
-21,.,COc1cccc(NC(=S)N2CCn3c(nc4ccccc43)C2)c1,.
-37,0.71,Cc1ccc(NS(=O)(=O)c2ccc(CCC(=O)NCCO)cc2)cc1,0.81
.,1.4,CC1CN(c2nc3c(c(=O)[nH]c(=O)n3C)n2Cc2ccccc2F)CC(C)O1 (stereo not given),2.1
-6,-1.4,COc1ccc(/C=C\C(=O)CC(O)(c2ccccc2)C(F)(F)F)cc1 (stereo not given),-0.48
21,.,COc1ccc(/C=N/N=C2/NC(=O)C(CC(=O)NC(C)C)S2)cc1 (stereo not given),.
27,-1.1,COCCn1c(SCC(=O)Nc2sc(C)c(C)c2C#N)nnc1-c1ccc(OC)cc1,-1.3
15,0.82,CC12CCC(=O)N1C(C(=O)OCC(=O)Nc1cccc(S(=O)(=O)N3CCCCCC3)c1)CS2 (stereo not given),0.17
6,0.09,CC1C/C(=N/N=C2/NC(=O)CS2)CC(C)(C)C1 (stereo not given),-0.24
8,0.05,CCCC(=O)OCC(=O)Nc1ccc(OC(F)F)cc1,-0.39
14,-0.79,COCCOc1ccc(C(F)(F)F)cc1NC(=O)COC(=O)c1c(C)noc1C,-0.05
-7,0.92,CC(C)Nc1nc(Oc2ccc(Cl)cc2)cc(C(F)(F)F)n1,0.25
0,.,COc1ccc(C(=O)NCC2OCCc3ccccc32)cc1OC (stereo not given),.
-39,0.79,CCCCNC(=O)/C=C1\Sc2ccccc2NC1=O,0.68
-103,0.77,O=[N+]([O-])c1ccc(O)c(/C=N/n2cnnc2)c1,0.75
-5,0.65,COC(=O)CSc1nnc(-c2cccnc2)o1,0.73
.,-0.15,FC(F)(F)c1nc(-c2ccncc2)ncc1-c1nnnn1-c1ccccc1,1.2
-60,-1.3,Cc1ccc(NC(=O)c2ccccc2OCC(=O)c2ccccc2)cc1,-0.5
.,1,COc1cc(CNc2ccc(C(=O)O)cc2)cc(Br)c1OCC(=O)NC(C)(C)C,1.2
-29,1.4,CCS(=O)(=O)NCC(c1cccnc1)N1CCN(c2ccccc2OC)CC1 (stereo not given),1.9
100*,0.42,COc1cc(/C=N/NC(=O)c2ccncc2)ccc1OC(=O)c1ccc([N+](=O)[O-])cc1,-0.16
38,0.9,COc1cccc(CC(NC(C)=O)C(=O)NC2CCN(c3c(Cc4ccccc4)c(C)nc4ncnn34)CC2)c1OC (stereo not given),0.39
33,.,O=C(CCN1C(=O)/C(=C/c2cccc(Br)c2)SC1=S)Nc1cccnc1,.
.,-0.66,Cc1cc(C)cc(NC(=O)Cn2c(=O)oc3cc(S(=O)(=O)N4CCC(C)CC4)ccc32)c1,0.3
-26,-0.97,Cc1noc(C)c1CSc1nnc2scc(-c3ccc(Cl)cc3)n12,-0.92
-26,1.3,CCOc1ccc(-c2nnn(CCC(=O)O)n2)cc1OC,1.1
.,0.75,COCCNC(=O)c1onc(CSc2cc(C)ccc2C)c1C(=O)O,-0.51
6,.,COc1ccccc1NC(=O)CSc1ccc(-c2cccs2)nn1,.
.,-0.74,Cc1c(C(=O)NCc2cccnc2)oc2ccc(S(=O)(=O)N3CCCC(C)C3)cc12 (stereo not given),-1
29,.,COC(=O)c1ccccc1NC(=O)c1cc(-c2ccc(OC)c(OC)c2)on1,.
22,1,CC(NC(=O)Cn1cnc2c1c(=O)n(C)c(=O)n2C)c1ccccc1 (stereo not given),0.12
62,0.36,O=c1cc(C(F)(F)F)oc2c1ccc1ccccc12,-0.07
.,2.1,COC(=O)c1sc2cnccc2c1N,2.2
-33,-0.39,O=C1c2ccccc2C(=O)N1CCSc1ncn[nH]1,-0.89
.,1.2,Cc1ccc(/C=C/C(=O)Nc2sc3c(c2C#N)CCCC3)o1,1
-280,0.38,COc1cc(/C=C(\C#N)c2ccccn2)ccc1OCC(=O)Nc1cccc(C(F)(F)F)c1,1.8
-42,1.2,O=C(O)COc1ccc(Oc2ccccc2)cc1,0.92
-14,0.45,O=C(NC1CCCC1)C(c1ccc(Cl)cc1)N1CCOCC1 (stereo not given),0.01
10,-0.89,Cc1nn(CCC(N)=S)c2nc(-c3cccs3)cc(C(F)(F)F)c12,-0.81
21,-1.1,COc1ccccc1C1=Nn2c(nnc2C2CCCCC2)SC1,-0.16
.,0.48,CCS(=O)(=O)NCc1cn2ccsc2n1,0.2
.,-0.37,COc1cc(C2=NOC(C(=O)Nc3ccc(C)cc3)C2)cc(OC)c1OC (stereo not given),0.13
-56,0.98,Cc1cccc(C)c1NC(=O)C(c1ccccc1)N1CC(=O)Nc2ccccc21 (stereo not given),1.1
28,0.82,Cc1cccc(N2CC(C(=O)Nc3ccc4c(c3)OCO4)CC2=O)c1C (stereo not given),0.49
62*,-0.64,Cc1cc(C)n2nc(N)c(N=Nc3cccc(Cl)c3)c2n1,-0.18
-38,-0.69,Cc1ccc(OCCOC(=O)Nc2ccccc2)cc1,-0.48
-19,0.71,CC(C)COc1ccc(C(=O)Nc2ccc(SC(F)F)cc2)cc1,-0.75
.,-0.39,Cc1cc(C)c2[nH]c(=O)c(CN(CC3CCCO3)C(=S)Nc3ccccc3)cc2c1 (stereo not given),-0.13

# Part of the list above in order of length of the SMILES, descending:
INS promoter inh,SDO1 yeast rescue,Compound,SDO1 yeast rescue Rescue 24 h
-280,0.38,COc1cc(/C=C(\C#N)c2ccccn2)ccc1OCC(=O)Nc1cccc(C(F)(F)F)c1,1.8
.,-0.39,Cc1cc(C)c2[nH]c(=O)c(CN(CC3CCCO3)C(=S)Nc3ccccc3)cc2c1 (stereo not given),-0.13
-56,0.98,Cc1cccc(C)c1NC(=O)C(c1ccccc1)N1CC(=O)Nc2ccccc21 (stereo not given),1.1
.,-0.37,COc1cc(C2=NOC(C(=O)Nc3ccc(C)cc3)C2)cc(OC)c1OC (stereo not given),0.13
10,-0.89,Cc1nn(CCC(N)=S)c2nc(-c3cccs3)cc(C(F)(F)F)c12,-0.81
-19,0.71,CC(C)COc1ccc(C(=O)Nc2ccc(SC(F)F)cc2)cc1,-0.75
62*,-0.64,Cc1cc(C)n2nc(N)c(N=Nc3cccc(Cl)c3)c2n1,-0.18
-14,0.45,O=C(NC1CCCC1)C(c1ccc(Cl)cc1)N1CCOCC1 (stereo not given),0.01
21,-1.1,COc1ccccc1C1=Nn2c(nnc2C2CCCCC2)SC1,-0.16
-33,-0.39,O=C1c2ccccc2C(=O)N1CCSc1ncn[nH]1,-0.89
-38,-0.69,Cc1ccc(OCCOC(=O)Nc2ccccc2)cc1,-0.48
-42,1.2,O=C(O)COc1ccc(Oc2ccccc2)cc1,0.92
.,0.48,CCS(=O)(=O)NCc1cn2ccsc2n1,0.2
